EBV LMP1 NFkB: reduces LMP1-driven NF-kappaB luciferase signal. LMP1-induced NF-kappaB luciferase reporter cells, luminescence. inhibition, % at 12.5 µM. actives 0.69% (n = 350,000). AID 504558; in the data active = inhibition above about 41%;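 also: 0% = neutral control wells and 100% = reference inhibitor control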
TWEAK-Fn14 inh: blocks TWEAK-Fn14 interaction in a reporter cell assay. AID 1159606. inhibition, % at 10 µM. actives 2% (n = 360,000). TWEAK-stimulated Fn14 reporter cells, luciferase luminescence, 8 h; in the data active = inhibition above about 50%
C8 TRAIL sens: caspase-8 TRAIL sensitization | NB7+C8 cells + TRAIL, ATPlite viability luminescence | inhibition (viability loss, TRAIL sensitization), % at 10 µM | actives 1% (n = 360,000);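 active = compounds causing at least 50% loss of cell viability in the single-dose screen, relative to plate controls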
SRC2 inh: human SRC2 (NCOA2) inhibition; actives 0.17% (n = 370,000); HEK293 GAL4-SRC2 luciferase reporter, luminescence; Q15596; inhibition, % at 9 µM; AID 651957;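 active = inhibition above the mean inhibition of all tested compounds plus 3 SD, set per campaign, cut at about 52% in these data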;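 also: 0% = DMSO treated cells and 100% = cells given Gossypol at 36 µM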
LRH-1 inv ag: inverse agonists of human LRH-1 (NR5A2) | O00482 | HEK293T StAR-luciferase reporter, LRH-1 transfected, 24 h | inhibition, % at 3.6 µM | actives 0.13% (n = 360,000);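 active = inhibition above the mean inhibition of all tested compounds plus 3 SD, cut at about 73% in these data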;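 also: 0% = DMSO wells and 100% = reporter-only cells lacking LRH-1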
CF NFkB block: cystic fibrosis NF-kB activation inhibition; AID 588850; inhibition, % at 5 µM; actives 0.86% (n = 360,000); KKLEB NF-kB-GFP reporter, PAF-induced, GFP fluorescence overnight;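 active = at least 50% inhibition at 5 µM, scaled per plate between neutral and stimulator controls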;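 also: PAF is a Pseudomonas aeruginosa culture filtrate used as stimulus; plate controls were PAF-stimulated DMSO wells for no effect and unstimulated DMSO wells for full effect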
TROY NFkB inh: inhibitors of TROY-dependent NF-kB signaling | Q293 LMP1-TROYcd NF-kB luciferase reporter, 4 h | inhibition, % at 10 µM | AID 1347056 | actives 0.98% (n = 360,000);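 active = compounds whose plate-normalised and pattern-corrected inhibition of the luciferase reporter signal at the single screening dose is 50% or more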
COUP-TFII inh: NR2F2 (human) inhibition, primary screen. P24468. HEK293T NGFI-A luciferase reporter, luminescence. inhibition, % at 8.6 µM. actives 0.7% (n = 370,000). AID 686940;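 active = inhibition above a per-plate cutoff, mean inhibition of test wells between control levels plus 3 SD, cut at about 38% in these data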;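 also: cells cotransfected with COUP-TFII expression vector driving the NGFI-A reporter; 0% = median of COUP-TF2 test wells and 100% = reporter-only cells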
NCOA1 inh: inhibits human SRC1 coactivator. Q15788. HEK293 GAL4-SRC1 luciferase reporter, luminescence. inhibition, % at 3.6 µM. actives 0.12% (n = 360,000);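 active = inhibition above the campaign mean plus 3 SD, with each screening campaign given its own cutoff, cut at about 60% in these data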;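 also: 0% = DMSO treated cells and 100% = gossypol at 36 µM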
KKLEB cytotox: CF airway cell cytotoxicity counter-screen; KKLEB CF airway cells viability, ATPlite luminescence, overnight; active compounds read low; cells stimulated with P. aeruginosa culture filtrate; activity change (cytotoxicity), % at 5 µM; actives 0.36% (n = 360,000); AID 602141;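 active = corrected activity change at or below -50% at 5 µM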
SRC3 inh: inhibitors of human steroid receptor coactivator 3 (SRC3); AID 588352; Q9Y6Q9; inhibition, % at 3.6 µM; actives 0.17% (n = 360,000); HEK293 GAL4-SRC3 luciferase reporter, luminescence;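 active = inhibition above a per-campaign cutoff, the mean of all compounds plus 3 SD, cut at about 60% in these data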;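 also: 0% = DMSO-treated cells and 100% = gossypol-treated cells at 36 µM; higher means less SRC3-driven luciferase light from the GAL4 reporter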
Target sequence (Q9Y6Q9 whole entry, looked up, the tested form may be a part): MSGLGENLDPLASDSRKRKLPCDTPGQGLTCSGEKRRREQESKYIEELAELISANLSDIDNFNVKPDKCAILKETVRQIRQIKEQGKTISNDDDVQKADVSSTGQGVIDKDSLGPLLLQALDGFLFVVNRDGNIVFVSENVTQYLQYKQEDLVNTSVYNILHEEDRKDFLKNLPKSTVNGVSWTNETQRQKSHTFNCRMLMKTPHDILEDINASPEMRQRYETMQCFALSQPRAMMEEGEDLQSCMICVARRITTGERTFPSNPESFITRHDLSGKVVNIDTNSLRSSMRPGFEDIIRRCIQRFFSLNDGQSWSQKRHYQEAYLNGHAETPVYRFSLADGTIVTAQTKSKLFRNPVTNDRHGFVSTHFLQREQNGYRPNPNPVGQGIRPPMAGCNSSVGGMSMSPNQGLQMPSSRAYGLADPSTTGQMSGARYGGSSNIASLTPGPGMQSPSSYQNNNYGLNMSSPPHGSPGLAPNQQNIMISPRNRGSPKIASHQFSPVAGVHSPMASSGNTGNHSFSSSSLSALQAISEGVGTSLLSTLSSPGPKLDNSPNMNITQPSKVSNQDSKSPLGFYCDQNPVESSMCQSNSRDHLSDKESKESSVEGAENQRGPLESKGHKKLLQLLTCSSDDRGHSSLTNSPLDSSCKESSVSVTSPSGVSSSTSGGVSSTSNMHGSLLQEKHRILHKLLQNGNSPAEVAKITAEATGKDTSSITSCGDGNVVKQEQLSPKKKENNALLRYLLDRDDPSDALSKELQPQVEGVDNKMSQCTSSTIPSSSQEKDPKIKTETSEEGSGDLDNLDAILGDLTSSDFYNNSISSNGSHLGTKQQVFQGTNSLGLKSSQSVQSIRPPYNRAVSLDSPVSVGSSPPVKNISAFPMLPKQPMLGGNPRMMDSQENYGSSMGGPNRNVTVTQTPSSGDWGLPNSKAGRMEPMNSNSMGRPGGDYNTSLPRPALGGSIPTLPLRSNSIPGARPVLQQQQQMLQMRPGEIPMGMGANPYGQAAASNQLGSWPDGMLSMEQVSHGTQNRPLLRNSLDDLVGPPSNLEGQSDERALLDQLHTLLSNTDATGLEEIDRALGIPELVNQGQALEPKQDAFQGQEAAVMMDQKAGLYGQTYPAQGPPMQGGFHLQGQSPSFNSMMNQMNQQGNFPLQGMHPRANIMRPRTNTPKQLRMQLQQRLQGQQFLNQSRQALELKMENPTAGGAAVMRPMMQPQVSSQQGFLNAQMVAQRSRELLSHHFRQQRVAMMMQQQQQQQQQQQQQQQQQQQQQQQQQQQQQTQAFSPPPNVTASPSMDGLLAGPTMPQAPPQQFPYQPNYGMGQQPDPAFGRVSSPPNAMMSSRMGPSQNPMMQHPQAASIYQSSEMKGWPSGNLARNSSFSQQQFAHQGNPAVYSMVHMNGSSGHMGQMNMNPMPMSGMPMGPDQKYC
Starred values were filed as active, the others as inactive.

Results for CCCc1cc(C(=O)N2CCC(N3CCC(C(=O)NC(C)C)CC3)CC2)n(C)n1 ?
EBV LMP1 NFkB: -36.4; TWEAK-Fn14 inh: -4.1; C8 TRAIL sens: -6.8; SRC2 inh: -6.3; LRH-1 inv ag: 8.7; CF NFkB block: 7.1; TROY NFkB inh: 5.2; COUP-TFII inh: 9.1; NCOA1 inh: 13.1; KKLEB cytotox: 9.3; SRC3 inh: 13.9

How did COc1ccc(OC)c(C(=O)COC(=O)c2[nH]c(C)c(C(C)=O)c2C)c1 do in these assays?
EBV LMP1 NFkB: -0.5; TWEAK-Fn14 inh: -1.3; C8 TRAIL sens: 12.6; SRC2 inh: -9.4; LRH-1 inv ag: 11.6; CF NFkB block: -7.0; TROY NFkB inh: -18.4; COUP-TFII inh: -32.6; NCOA1 inh: -15.9; KKLEB cytotox: -0.2; SRC3 inh: 10.6

How did O=C(CSc1nnc(-c2ccccc2)c(-c2ccccc2)n1)Nc1ncc(Cl)cc1Cl do in these assays?
EBV LMP1 NFkB: 1.5; TWEAK-Fn14 inh: 13.7; C8 TRAIL sens: -1.1; SRC2 inh: 8.5; LRH-1 inv ag: -0.3; CF NFkB block: 12.8; TROY NFkB inh: 1.8; COUP-TFII inh: -3.8; NCOA1 inh: -13.2; KKLEB cytotox: -1.6; SRC3 inh: -6.8

What do the screens show for `Cc1cn([C@H]2C[C@H](O)[C@@H](CNCc3ccc(F)c(N4CCOCC4)c3)O2)c(=O)[nH]c1=O`?
EBV LMP1 NFkB: -8.6; TWEAK-Fn14 inh: 7.1; C8 TRAIL sens: -15.8; SRC2 inh: -1.2; LRH-1 inv ag: -1.4; CF NFkB block: 0.1; TROY NFkB inh: -5.2; COUP-TFII inh: -10.2; NCOA1 inh: -0.5; KKLEB cytotox: -1.2; SRC3 inh: 3.1

How did CCOC(=O)CN(C(=O)CNC(=O)c1cccs1)C(C(=O)NC1CCCC1)c1ccncc1 (configuration not stated) do in these assays?
EBV LMP1 NFkB: 6.6; TWEAK-Fn14 inh: 8.5; C8 TRAIL sens: -6.0; SRC2 inh: -16.9; LRH-1 inv ag: 3.3; CF NFkB block: 11.7; TROY NFkB inh: -24.9; COUP-TFII inh: 13.8; NCOA1 inh: -20.1; KKLEB cytotox: 3.2; SRC3 inh: 6.9

What do the screens show for `O=c1oc(-c2ccco2)nc2sc3c(c12)CCCCC3`?
EBV LMP1 NFkB: -6.0; TWEAK-Fn14 inh: 25.2; C8 TRAIL sens: 3.4; SRC2 inh: -16.1; LRH-1 inv ag: -58.3; CF NFkB block: -24.4; TROY NFkB inh: -38.8; COUP-TFII inh: -9.2; NCOA1 inh: -31.8; KKLEB cytotox: 9.3; SRC3 inh: -41.4

How did O=C(NCC1CCCO1)c1ccc(NC(=O)c2cccc([N+](=O)[O-])c2)cc1 (configuration not stated) do in these assays?
EBV LMP1 NFkB: -7.2; TWEAK-Fn14 inh: -7.9; C8 TRAIL sens: 0.1; SRC2 inh: -25.2; LRH-1 inv ag: 50.6; CF NFkB block: -0.6; TROY NFkB inh: -7.2; COUP-TFII inh: 5.3; NCOA1 inh: -4.5; KKLEB cytotox: 1.5; SRC3 inh: -3.7

How did CCN(CC)CC(O)COC(c1ccccc1)c1ccccc1 (configuration not stated) do in these assays?
EBV LMP1 NFkB: 1.2; TWEAK-Fn14 inh: -11.0; C8 TRAIL sens: -12.2; SRC2 inh: -6.6; LRH-1 inv ag: -16.9; CF NFkB block: 4.0; TROY NFkB inh: -1.3; COUP-TFII inh: -25.9; NCOA1 inh: -6.3; KKLEB cytotox: -15.3; SRC3 inh: 20.1

What do the screens show for `CS(=O)(=O)N(CC(=O)N1CCCC1)Cc1ccccc1`?
EBV LMP1 NFkB: -0.3; TWEAK-Fn14 inh: -0.2; C8 TRAIL sens: -9.3; SRC2 inh: -1.2; LRH-1 inv ag: -8.0; CF NFkB block: -3.3; TROY NFkB inh: 7.2; COUP-TFII inh: -23.5; NCOA1 inh: 8.0; KKLEB cytotox: 13.6; SRC3 inh: 14.9

What do the screens show for `Cc1cccc(NC(=O)CCC(=O)N/N=C/c2ccco2)c1`?
EBV LMP1 NFkB: -0.1; TWEAK-Fn14 inh: -17.5; C8 TRAIL sens: -3.3; SRC2 inh: -15.9; LRH-1 inv ag: 17.0; CF NFkB block: 6.8; TROY NFkB inh: 19.6; COUP-TFII inh: 1.1; NCOA1 inh: -12.0; KKLEB cytotox: 3.4; SRC3 inh: 8.2

What do the screens show for `CC(C)SCCCCOc1ccc2ccccc2c1`?
EBV LMP1 NFkB: -17.0; TWEAK-Fn14 inh: -10.4; C8 TRAIL sens: -10.1; SRC2 inh: -16.1; LRH-1 inv ag: -42.1; CF NFkB block: -4.6; TROY NFkB inh: -25.1; COUP-TFII inh: 2.5; NCOA1 inh: -57.3; KKLEB cytotox: -4.2; SRC3 inh: -15.4

Results for COc1ccc(NS(=O)(=O)c2cccc(C(=O)NNC(=O)c3ccc(C)o3)c2)cc1 ?
EBV LMP1 NFkB: -0.3; TWEAK-Fn14 inh: -5.0; C8 TRAIL sens: -15.1; SRC2 inh: 25.3; LRH-1 inv ag: 13.7; CF NFkB block: -15.5; TROY NFkB inh: 9.1; COUP-TFII inh: 4.9; NCOA1 inh: 6.7; KKLEB cytotox: 1.5; SRC3 inh: -0.5

How did CCCc1cc(=O)[nH]c(SCC(=O)Nc2sc3c(c2C#N)CCCC3)n1 do in these assays?
EBV LMP1 NFkB: 6.1; TWEAK-Fn14 inh: -13.9; C8 TRAIL sens: -13.6; SRC2 inh: 16.8; LRH-1 inv ag: 5.6; CF NFkB block: -5.4; TROY NFkB inh: -13.3; COUP-TFII inh: 7.4; NCOA1 inh: -28.2; KKLEB cytotox: 0.6; SRC3 inh: 9.4

Results for Cc1ccc2c(c1)cc(C)c1nnc(SCC(=O)NCc3ccco3)n12 ?
EBV LMP1 NFkB: -4.5; TWEAK-Fn14 inh: 9.1; C8 TRAIL sens: -5.3; SRC2 inh: 24.8; LRH-1 inv ag: -11.5; CF NFkB block: -24.8; TROY NFkB inh: -8.1; COUP-TFII inh: -15.9; NCOA1 inh: 4.2; KKLEB cytotox: -0.6; SRC3 inh: -0.2

How did CCc1nnc(NC(=O)CSc2nnc(CNc3ccc(OC)cc3)n2C)s1 do in these assays?
EBV LMP1 NFkB: -1.5; TWEAK-Fn14 inh: -10.9; C8 TRAIL sens: -4.5; SRC2 inh: 10.1; LRH-1 inv ag: -0.4; CF NFkB block: -21.1; TROY NFkB inh: -10.9; COUP-TFII inh: 6.3; NCOA1 inh: -36.8; KKLEB cytotox: -10.3; SRC3 inh: 15.4

How did O=C(NNC(=O)c1ccc(O)cc1O)c1ccc(Cl)cc1 do in these assays?
EBV LMP1 NFkB: 5.0; TWEAK-Fn14 inh: -8.0; C8 TRAIL sens: 7.2; SRC2 inh: -5.1; LRH-1 inv ag: -18.6; CF NFkB block: 2.4; TROY NFkB inh: -54.8; COUP-TFII inh: -33.6; NCOA1 inh: -2.1; KKLEB cytotox: -7.5; SRC3 inh: -7.9

How did CC(NC(=S)NC1CCCCC1)c1ccccc1 (configuration not stated) do in these assays?
EBV LMP1 NFkB: 4.7; TWEAK-Fn14 inh: 13.4; C8 TRAIL sens: 11.5; SRC2 inh: 28.7; LRH-1 inv ag: 18.6; CF NFkB block: 2.2; TROY NFkB inh: -5.2; COUP-TFII inh: 18.2; NCOA1 inh: -0.4; KKLEB cytotox: 22.8; SRC3 inh: 7.0

How did COc1ccc(CC(=O)Nc2ccc(-c3nc4cc(C)ccc4o3)c(O)c2)cc1OC do in these assays?
EBV LMP1 NFkB: -114.5; TWEAK-Fn14 inh: -66.9; C8 TRAIL sens: -14.5; SRC2 inh: -45.6; LRH-1 inv ag: -40.9; CF NFkB block: 1.0; TROY NFkB inh: -31.4; COUP-TFII inh: -36.1; NCOA1 inh: -40.1; KKLEB cytotox: -0.9; SRC3 inh: -42.9

Results for COCCNC(=O)C(c1ccc(F)cc1)N(CC1CCCO1)C(=O)CCC(=O)Nc1ccccn1 (configuration not stated) ?
EBV LMP1 NFkB: -16.8; TWEAK-Fn14 inh: 1.2; C8 TRAIL sens: -2.1; SRC2 inh: -7.7; LRH-1 inv ag: -5.5; CF NFkB block: 0.5; TROY NFkB inh: 2.3; COUP-TFII inh: 3.9; NCOA1 inh: 3.0; KKLEB cytotox: 1.9; SRC3 inh: -27.5

How did O=S(=O)(/C(=C\c1ccc(C(F)(F)F)cc1)c1nc2ccccc2[nH]1)c1ccccc1 do in these assays?
EBV LMP1 NFkB: 0.8; TWEAK-Fn14 inh: 99.8*; C8 TRAIL sens: 84.9*; LRH-1 inv ag: 31.4; CF NFkB block: 86.0*; TROY NFkB inh: 53.6*; NCOA1 inh: 48.5; KKLEB cytotox: -67.6*; SRC3 inh: 40.0

Results for Cc1ccccc1-c1cccc([C@@H]2C[C@H]3C(CN2)CON3C)c1 (some centres not stated) ?
EBV LMP1 NFkB: -2.1; TWEAK-Fn14 inh: 9.3; C8 TRAIL sens: 4.3; SRC2 inh: 21.8; LRH-1 inv ag: 22.1; CF NFkB block: -1.7; TROY NFkB inh: -2.0; COUP-TFII inh: -7.5; NCOA1 inh: -48.8; KKLEB cytotox: 1.3; SRC3 inh: 1.6

How did COc1cc(C(F)(F)F)c(C(=O)N(C)Cc2ccc(Cl)c(Cl)c2)cn1 do in these assays?
EBV LMP1 NFkB: -2.4; TWEAK-Fn14 inh: -7.7; C8 TRAIL sens: 1.8; SRC2 inh: -2.0; LRH-1 inv ag: -4.4; CF NFkB block: -0.6; TROY NFkB inh: -0.9; COUP-TFII inh: 10.9; NCOA1 inh: -16.0; KKLEB cytotox: -1.0; SRC3 inh: 15.1

Results for Nn1c(SCC(=O)Nc2nccs2)nncc1=O ?
EBV LMP1 NFkB: -2.9; TWEAK-Fn14 inh: -2.7; C8 TRAIL sens: -11.4; SRC2 inh: 6.4; LRH-1 inv ag: 6.9; CF NFkB block: -16.2; TROY NFkB inh: 10.6; COUP-TFII inh: -13.3; NCOA1 inh: 10.9; KKLEB cytotox: -2.7; SRC3 inh: 9.1

Results for O=C(Cc1ccc(S(=O)(=O)N2CCOCC2)s1)NCC1CCCCC1 ?
EBV LMP1 NFkB: -3.6; TWEAK-Fn14 inh: -1.4; C8 TRAIL sens: 3.2; SRC2 inh: -1.2; LRH-1 inv ag: 2.5; CF NFkB block: 10.3; TROY NFkB inh: -15.3; COUP-TFII inh: -14.6; NCOA1 inh: -39.4; KKLEB cytotox: -6.5; SRC3 inh: 9.0

Compound activity as filed in PubChem BioAssay.
